Bioassay records: PubChem, several laboratories
MT1-MMP act inh – blocks activation of human MT1-MMP | P50281 | HT1080 RFP-PRO-GFP cells, GFP/RFP ratio fluorescence, overnight; percent of plate control window, DMSO zero | GFP/RFP ratio change, % at 20 µM | actives 0.061% (n = 360,000) | AID 651647;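 active means GFP/RFP ratio change of at least 30% with cell ATP level not reduced by more than half and red fluorescence within 50% of control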; further: strong numbers were not always called active
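Assay system – RFP-PRO-GFP reporter HT1080 cells · Compound dosing – single dose of 20 µM compound, 1% DMSO final · Incubation – overnight compound exposure at 37 °C · Measure – GFP/RFP fluorescence ratio · Benchmarks – DMSO wells and RFP-L50D-GFP cells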
PABP1 MLLE inh – blocks PAM2 peptide binding to the PABP1 MLLE domain; GST-MLLE / FITC-PAM2 fluorescence polarization; inhibition, % at 20 µM; actives 0.36% (n = 360,000); in the data active means inhibition above about 35%, passing the limit was not always enough;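 further: plate controls were DMSO wells with GST-MLLE for no effect and wells lacking GST-MLLE protein for full effect; some results filed as inactive read as strong as hits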
Rin1-Abl PPI inh – human Rin1-Abl interaction inhibition; P00519+Q13671; TR-FRET Rin1/Abl binding, biochemical; inhibition, % at 7.35 µM; actives 0.4% (n = 360,000); AID 588664; in the data active means inhibition above about 5%, passing the limit was not always enough
Rpn11 inh – inhibitors of human proteasome Rpn11; O00487; human 26S proteasome, Ub4-pepOG fluorescence polarization; 20S core pre-blocked with epoxomicin; calls only at 20 µM; actives 0.59% (n = 360,000);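 active means inhibition at 20 µM, scaled to each plate's controls, above about 33%, limit read from the data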
Target sequence (O00487 whole entry, looked up): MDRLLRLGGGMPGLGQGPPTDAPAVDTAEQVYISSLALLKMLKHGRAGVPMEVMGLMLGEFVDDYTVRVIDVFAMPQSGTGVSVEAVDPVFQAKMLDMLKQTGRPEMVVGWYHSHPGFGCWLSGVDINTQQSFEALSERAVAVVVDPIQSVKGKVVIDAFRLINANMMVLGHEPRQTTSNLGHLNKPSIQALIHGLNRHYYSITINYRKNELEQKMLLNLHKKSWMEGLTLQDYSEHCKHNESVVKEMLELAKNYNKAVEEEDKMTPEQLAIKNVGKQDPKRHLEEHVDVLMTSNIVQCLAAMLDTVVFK
SKN-1 block – blocks SKN-1 activity in C. elegans | C. elegans VP596 Pgst-4::GFP/RFP ratio, acrylamide-induced, 24 h | actives 0.49% (n = 360,000) | inhibition, % at 21.8 µM;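 active means interference check ratio from 0.5 to 1.5 plus GFP to RFP signal ratio inhibition reaching or exceeding a fixed threshold, cut at about 30% in these data, passing the limit was not always enough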; further: some compounds called inactive have numbers as strong as hits
CSN deneddyl inh – inhibitors of human CSN-mediated cullin deneddylation | Q92905 | Purified CSN, SCF-Nedd8-OG deneddylation, fluorescence polarization | inhibition, % at 12.5 µM | actives 0.38% (n = 360,000);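 active means pattern-corrected inhibition above about 35%, with an unprinted fluorescence ratio check between 0.5 and 1.5, limit read from the data, passing the limit was not always enough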;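 further: 0% = enzyme with substrate and 100% = substrate without enzyme; some results filed as inactive read as strong as hits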
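Schedule: reaction 90 min, room temperature / Assay system: HEK293T-derived human Csn5 enzyme / Input: Csn5 at 0.24 nM final / Measure: inhibition of Csn5 cleavage, % / Control set: substrate-only high control, full reaction low control / Technique: fluorescence polarization of the substrate / Buffer or medium: Tris/NaCl/DTT buffer, pH 7.5 / Reagent: SCFSkp2-Nedd8OG substrate at 10 nM final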
NadD inh – inhibitors of Staphylococcus aureus NadD | purified NadD enzyme, colorimetric absorbance read-out | inhibition, % at 20 µM | actives 0.78% (n = 360,000) | AID 602399; in the data active means inhibition above about 26%; further: some compounds past the cut are filed as inactive
Neddylation inh – cullin neddylation inhibition. calls only at 25 µM. actives 0.58% (n = 360,000). TR-FRET cullin neddylation, biochemical. P61081+Q13564. AID 651699; in the data active means inhibition above about 36%
Target sequence (P61081 whole entry, looked up): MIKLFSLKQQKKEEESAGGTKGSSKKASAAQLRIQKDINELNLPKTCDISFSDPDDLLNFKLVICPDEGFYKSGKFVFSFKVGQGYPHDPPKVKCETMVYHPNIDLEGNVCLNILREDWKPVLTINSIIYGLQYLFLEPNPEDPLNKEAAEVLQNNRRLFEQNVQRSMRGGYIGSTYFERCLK
Target sequence (Q13564 whole entry, looked up): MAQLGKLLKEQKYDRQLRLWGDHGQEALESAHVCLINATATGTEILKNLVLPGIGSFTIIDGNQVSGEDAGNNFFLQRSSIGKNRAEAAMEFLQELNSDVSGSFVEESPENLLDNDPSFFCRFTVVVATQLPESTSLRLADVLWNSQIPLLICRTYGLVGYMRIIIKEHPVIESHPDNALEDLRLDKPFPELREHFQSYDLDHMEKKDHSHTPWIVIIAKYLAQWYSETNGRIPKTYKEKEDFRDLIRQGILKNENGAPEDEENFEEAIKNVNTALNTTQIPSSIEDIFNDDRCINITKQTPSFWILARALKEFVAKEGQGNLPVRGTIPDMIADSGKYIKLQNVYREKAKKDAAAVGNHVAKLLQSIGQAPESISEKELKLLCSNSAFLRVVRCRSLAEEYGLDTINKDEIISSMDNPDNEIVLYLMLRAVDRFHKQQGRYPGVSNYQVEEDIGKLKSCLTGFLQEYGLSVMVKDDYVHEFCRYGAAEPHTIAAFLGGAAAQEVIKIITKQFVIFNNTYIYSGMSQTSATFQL
FAS-TE inh – FAS thioesterase (human) inhibition. P49327. recombinant FAS-TE, OMFH fluorogenic substrate, fluorescence endpoint. inhibition, % at 15 µM. actives 0.67% (n = 360,000). AID 602261;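 active means compounds whose normalised, plate-corrected inhibition of enzyme fluorescence in the single-dose primary screen is 50% or more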;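 further: 0% = DMSO with enzyme and 100% = substrate without enzyme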
The depositor's hits bear a star; i = inactive; . = no result given. Compounds as they come. Share with any hit: about 3.9%.

item	Molecule	MT1-MMP act inh	PABP1 MLLE inh	Rin1-Abl PPI inh	Rpn11 inh	SKN-1 block	CSN deneddyl inh	NadD inh	Neddylation inh	FAS-TE inh
1	CCOC(=O)N1CCC(N2Cc3cccc(C(=O)NCc4ccc5c(c4)OCO5)c3C2=O)CC1	2	-2	1	i	12	-1	-3	i	19
2	O=C(/C=C/c1ccc(Cl)c(Cl)c1)N1CCOCC1	-1	2	-1	i	-13	1	-4	i	0
3	N#C/C(=C\c1cccnc1)C(=O)Nc1ccc(C(=O)O)cc1	-4	13	0	i	-3	5	1	i	-7
4	Cc1ccsc1/C=N/NC(=O)c1ccncc1	1	2	-8	i	-10	-5	2	i	-6
5	CCn1c(=O)cc(SCC(=O)NCCCN2CCN(c3ccc(F)cc3)CC2)c2ccccc21	8	-2	-77	i	9	5	-11	i	0
6	COc1ccc(-n2nc3cc(C)c(N)cc3n2)cc1Cl	1	-23	-3	i	-2	4	14	.	10
7	O=C(N/N=C/c1cc([N+](=O)[O-])ccc1N1CCCCCC1)c1ccccn1	2	-3	-4	i	7	3	0	i	47
8	N#CC1=C(N)NC(=S)C(C(N)=O)C1c1ccccc1F (centres undefined)	6	46*	1	i	-3	6	-1	i	-6
9	COc1ccc(Nc2nccc(OC)c2C#N)cc1	0	0	2	i	17	2	2	i	-13
10	O=C(N[C@@H](Cc1ccccc1)C(=O)N1CCC2(CC1)NCCc1[nH]cnc12)c1cccc(F)c1	0	-9	2	i	-13	2	-6	i	-5
11	O=C(CN1CCN(C(=O)c2ccccc2)CC1)Nc1cccc(S(=O)(=O)N2CCCC2)c1	-2	11	3	i	4	-1	1	i	-2
12	O=S(=O)(c1ccc(Cl)nc1)N1CCN(Cc2ccc3c(c2)OCO3)CC1	-5	5	0	i	-1	-3	-4	i	3

Continued.
item	Molecule	MT1-MMP act inh	PABP1 MLLE inh	Rin1-Abl PPI inh	Rpn11 inh	SKN-1 block	CSN deneddyl inh	NadD inh	Neddylation inh	FAS-TE inh
13	Cc1cc(=O)n2nc(N3CCCC(C(=O)NCCCN4CCc5ccccc5C4)C3)sc2n1 (centres undefined)	2	-4	-1	i	-30	1	-2	i	-9
14	Cc1cccnc1C(NC(=O)C1CCN(Cc2ccc3ccccc3n2)CC1)c1ccc(Cl)cc1 (centres undefined)	1	-5	-1	i	-10	3	1	i	1
15	Cn1cccc1C1CCCN1CC(=O)Nc1c(Cl)cc(Cl)cc1Cl (centres undefined)	-3	-11	1	i	7	5	0	i	3
16	COCCCNc1nccn2ccnc12	1	-5	-5	i	-1	-3	0	i	-11
17	O=C(COc1ccc(C(=O)O)cc1)Nc1cccc(C(F)(F)F)c1	-8	1	0	i	4	-6	-5	i	-1
18	CCOC(=O)C1=C[C@@H](c2ccccc2)N(S(=O)(=O)c2ccc(C)cc2)[C@H]1c1ccccc1Cl	-10	2	2	i	-19	4	-6	i	25
19	O=C(c1cccnc1)N1N=C(C2CC2)CC1(O)C(F)(F)F (centres undefined)	0	-11	2	i	0	4	-1	i	-12
20	O=C(COC(=O)C1(c2ccccc2F)CCCC1)N1CCOCC1	-1	-7	3	i	-19	0	-4	i	0
21	COc1cc(C(CCN2CCOCC2)c2c(OC)cc(OC)c3c2OC(=O)CC3c2ccc(N(C)C)cc2)cc(OC)c1OC (centres undefined)	1	12	-1	i	7	0	-2	i	9
22	CC1=C(C(=O)Nc2ccccc2)C2(CCCCC2)C(C(N)=O)C(=S)N1 (centres undefined)	-4	12	-1	i	0	0	-6	i	-4
23	COC(=O)c1ccccc1NC(=O)CN(C)S(=O)(=O)c1ccc(OC)cc1	-1	5	2	i	5	-2	-6	i	9
24	Cn1c(CNc2nc3ccccc3n2C)nc2ccccc21	-2	7	2	i	-14	6	-1	i	5

Next compounds.
item	Molecule	MT1-MMP act inh	PABP1 MLLE inh	Rin1-Abl PPI inh	Rpn11 inh	SKN-1 block	CSN deneddyl inh	NadD inh	Neddylation inh	FAS-TE inh
25	O=C1Nc2ccccc2/C1=N\N=C\c1ccc(O)c(O)c1	-2	-5	8	i	1	14	11	i	-4
26	COc1ccc(NC(=O)COC(=O)Cn2cnc3ccccc3c2=O)c(OC)c1	0	-4	-3	i	14	1	2	i	-6
27	Cc1cc(NCC2CCCO2)n2c(nc3ccccc32)c1C#N (centres undefined)	2	-4	-2	i	-28	30	-3	.	-7
28	Cc1ccc(C(=O)OCC(=O)NC(=O)NCc2ccccc2)cc1C	-1	10	-1	i	-8	0	-3	i	-3
29	O=C(NCCN1C(=O)S/C(=C/c2cccnc2)C1=O)C1CC(=O)N(Cc2ccccc2)C1 (centres undefined)	-5	17	0	i	-9	0	0	i	-2
30	N#CCSc1nnc(Cc2ccc3c(c2)OCO3)o1	-4	-8	1	i	-6	-1	3	i	-4
31	C#CCOCCOCCOCCNc1nc(N2CCN(C(=O)Cn3cc(CC(C)O)nn3)CC2)nc(N2CCN(C(=O)Cn3cc(CC(C)O)nn3)CC2)n1 (centres undefined)	3	4	0	i	-3	-2	2	i	-16
32	Cn1nc(C(=O)Nc2cccnc2)c2ccccc2c1=O	5	2	2	i	-3	0	-2	i	-8
33	C[C@H]1CN([C@@H](C)CO)C(=O)CCCn2nncc2CO[C@@H]1CN(C)C(=O)Nc1ccnc(N2CCOCC2)c1	6	6	0	i	-4	-4	1	i	-8
34	CCC(/C=N/NC(=O)C(N)=O)CC	1	8	0	i	3	3	-2	i	4
35	COCc1ccc(C(=O)NC2CCCN(Cc3ccccc3F)C2)o1 (centres undefined)	-1	2	0	i	16	-3	0	i	-6
36	CCN1CCN(CC(O)COc2ccc3c(C)cc(=O)oc3c2)CC1 (centres undefined)	6	0	0	i	-4	-9	-12	.	-6

Of the compounds above, these have a COOH group.
item	Molecule	MT1-MMP act inh	PABP1 MLLE inh	Rin1-Abl PPI inh	Rpn11 inh	SKN-1 block	CSN deneddyl inh	NadD inh	Neddylation inh	FAS-TE inh
3	N#C/C(=C\c1cccnc1)C(=O)Nc1ccc(C(=O)O)cc1	-4	13	0	i	-3	5	1	i	-7
17	O=C(COc1ccc(C(=O)O)cc1)Nc1cccc(C(F)(F)F)c1	-8	1	0	i	4	-6	-5	i	-1

Next compounds follow.
item	Molecule	MT1-MMP act inh	PABP1 MLLE inh	Rin1-Abl PPI inh	Rpn11 inh	SKN-1 block	CSN deneddyl inh	NadD inh	Neddylation inh	FAS-TE inh
37	COC(=O)c1ccccc1NC(=O)Nc1cc(C)ccn1	0	-1	2	i	-6	1	0	i	-8
38	COc1ccc(CCNC(=O)CC(=O)NCCc2ccc(OC)cc2)cc1	-1	-4	-2	i	11	3	-7	i	-1
39	COc1ccc(-c2cn3nc(C)c(C)nc3n2)cc1OC	1	-37	0	i	3	-4	4	i	-8
40	CC1(Cc2cccc(F)c2)C(=O)Nc2ccc(OC(F)(F)F)cc21 (centres undefined)	-5	5	-1	i	26	-1	-4	i	14
41	CCOC(=O)Cn1c2[n+](c3ccccc31)CC(O)CS2 (centres undefined)	-2	-109	2	i	-2	3	14	i	-8
42	CC(C)CN(C(=O)C1CSC2(C)CCC(=O)N12)c1c(N)n(Cc2ccccc2)c(=O)[nH]c1=O (centres undefined)	-6	-3	-2	i	8	-6	-1	i	-2
43	O=C(CN1C(=O)NC2(CCc3ccccc32)C1=O)NCc1cccc(C(F)(F)F)c1 (centres undefined)	-5	-3	2	i	10	-1	-3	i	4
44	COc1ccc(-n2[nH]c(C)cc2=O)cc1	5	10	5	i	16	1	0	i	-5
45	CCOC(=O)c1cccc(N2C(=O)C3C4C=CC(CC4)C3C2=O)c1 (centres undefined)	2	-4	1	i	-1	-1	-4	i	-6
46	COCCN1CCN(C(=O)c2cc(COc3ccc(F)c(F)c3)on2)CC1	0	13	0	i	5	4	-5	i	0
47	O=c1oc2cc(OCc3c(F)cccc3Cl)ccc2cc1-c1ccccn1	-1	0	-2	i	-8	-4	6	i	22
48	C=CCn1c(COc2cccc(C)c2C)nnc1SCC(=O)N1CCN(c2ccccc2)CC1	-4	-112	-1	i	-7	-2	6	i	7

Following part:
item	Molecule	MT1-MMP act inh	PABP1 MLLE inh	Rin1-Abl PPI inh	Rpn11 inh	SKN-1 block	CSN deneddyl inh	NadD inh	Neddylation inh	FAS-TE inh
49	COc1ccc(CCNC(=O)c2nc(-c3cccs3)no2)cc1OC	5	16	-1	i	-7	0	3	i	-9
50	N#CCC1c2ccccc2CCN1C(=O)Nc1cccc(Cl)c1 (centres undefined)	5	0	0	i	19	-3	-9	i	26
51	N#CC(=Cc1ccc(-c2ccccc2)cc1)C(=O)c1ccccc1	-2	-2	2	i	14	11	14	i	0
52	COC(=O)CSc1cc(C)nc(SC)n1	4	-12	-1	i	-16	-4	2	i	-7
53	Cc1cc(N2CCCC2)nc2ccc(NC(=S)NCCCN3CCC(C)CC3)cc12	6	-5	2	i	0	4	-3	i	-10
54	CCCSc1nnc(NC(=O)Nc2ccccc2OC)s1	6	0	0	i	2	3	1	i	1
55	O=[N+]([O-])c1cccc(-c2ccc(C(=S)N3CCN(c4ccc(F)cc4)CC3)o2)c1	1	14	-1	i	10	0	16	i	15
56	COc1ccc(CNC(=O)CN(c2cccc([N+](=O)[O-])c2)S(C)(=O)=O)cc1	-1	5	2	i	3	-6	-2	i	-5
57	OCCCn1c(-c2ccccc2)csc1=Nc1ccccc1	0	10	-1	i	0	1	-2	i	3
58	Cn1nc(C(F)(F)F)c(/C=N/OC(=O)c2ccc(Cl)cc2)c1Cl	4	-1	4	i	6	2	-3	i	20
59	CC(=O)NC1CC2CCCC(C1)N2C(=O)Nc1ccc(Cl)cc1 (centres undefined)	-1	-11	0	i	15	1	-4	i	-6
60	O=C(COC(=O)c1cc[n+]([O-])cc1)NC(=O)c1ccc(OC(F)F)cc1	-2	8	2	i	16	1	-3	i	-6

Going on with the list:
item	Molecule	MT1-MMP act inh	PABP1 MLLE inh	Rin1-Abl PPI inh	Rpn11 inh	SKN-1 block	CSN deneddyl inh	NadD inh	Neddylation inh	FAS-TE inh
61	CS(=O)(=O)Cc1cc(Sc2ccccc2)nc(-c2ccncc2)n1	-2	-1	2	i	6	2	3	i	-3
62	C[C@@]12C(=O)Nc3ccccc3C(=O)N1[C@H]1c3cc(Br)ccc3OC[C@@H]1[C@@H]2c1ccccc1	-14	-4	5	i	-1	-1	9	i	92*
63	C/C(=N\OC(=O)c1ccc(C)cc1)c1sc(C)nc1C	3	6	1	i	-11	0	-1	i	-1
64	CC(C)[C@H](NC(=O)c1ccc(F)cc1)C(=O)NC1=NCCS1	1	0	-2	i	-1	0	-4	i	-6
